Screens deposited in PubChem BioAssay by several laboratories.
dFosB activator – activators of delta FosB homodimer, primary screen, biochemical, fluorescence polarization, TAMRA-CDK5 oligo, single point; purified delta FosB; percent of positive-control signal above neutral wells; activation, % at 25 µM; 0.99% of 340,000 active;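 active = mean activation above about 17%, with every replicate also reaching it, limit read from the data, passing the limit was not always enough; inconclusive = only one of the two conditions met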;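 also: fluorescence polarization rise as delta FosB binds a TAMRA Cdk5 AP-1 oligo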
MITF TRPM1 HTS – activators of MITF-driven TRPM1 promoter reporter, primary screen, cell-based, SK-MEL-5, luciferase, single point; SK-MEL-5 TRPM1-promoter luciferase, 24 h; % of positive control, neutral wells = 0; activation, % at 12.5 µM; 0.75% of 300,000 active; AID 588334, 2011;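 active = mean activation of at least 80% with every replicate also reaching 80%; inconclusive = mean reaches 80% but some replicate falls short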;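 also: 0% = neutral control wells and 100% = parthenolide positive control wells; values of inactives mirror those of a sister screen read the other way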
Wnt bcat act – Wnt/beta-catenin pathway activators, primary screen, cell-based, plate reader, single point; Wnt/beta-catenin reporter cell assay, activator; activation, % at 9.35 µM; 1.2% of 300,000 active; in the data active = activation above about 30%, passing the limit was not always enough; inconclusive = no clear call, values can overlap the other calls;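 also: 0% = neutral control wells and 100% = positive control wells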
SR-BI DiI inh – inhibitors of SR-BI mediated HDL lipid uptake, primary screen, ldlA[mSR-BI] cells, fluorescence, single point; ldlA[mSR-BI] CHO cells, DiI-HDL uptake fluorescence, 3 h; inhibition, % at 12.5 µM; 0.96% of 320,000 active;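 active = mean replicate inhibition of at least 70% and a set share of replicates each scoring 70 or more; inconclusive = meets just one of the two criteria; inactive = fails both criteria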;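 also: 0% = median of neutral control wells and 100% = median of positive control wells; values of inactives mirror those of a sister screen read the other way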
HTR5A ag ctr – HTR5A agonists in luminescence cell assay, primary screen, counter-screen for OPRM1-OPRD1 heterodimer agonist project, full-deck HTS. cell-based. activation, % at 9.3 µM. 5-hydroxytryptamine receptor 5A (Homo sapiens), P47898. 0.61% of 340,000 active; in the data active = activation mostly above about 9.5%, no sharp cut-off; inactive = mostly below about 7.6%;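 also: 0% = cells with vehicle only and 100% = reference agonist; strong numbers were not always called active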
cardiac RTF act – cardiac RTF calcium sensitivity activators, primary screen, biochemical, IANBD-TnC fluorescence, EC20 calcium; 0.24% of 340,000 active; AID 493008, 2010; IANBD-labeled TnC RTF fluorescence at EC20 calcium; 0% EC20 calcium, 100% full calcium; activation, % at 7.2 µM;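 active = activation above the mean over all tested compounds plus 3 SD, cut at about 30% in these data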;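 also: rise in fluorescence read as greater calcium sensitivity of cardiac thin filaments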
PvdQ inh – P. aeruginosa PvdQ acylase inhibitors, primary screen, biochemical, fluorescence, plate reader and imaging, single point. PvdQ acylase [Pseudomonas aeruginosa LESB58]. 0.063% of 340,000 active. inhibition, % at 10 µM. purified PvdQ acylase; in the data active = inhibition above about 30%, passing the limit was not always enough; inconclusive = no clear call, values can overlap the other calls;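 also: 0% = vehicle neutral wells and 100% = reference inhibitor wells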
CDK5 inh – inhibitors of human CDK5/p35 kinase, primary screen, biochemical, single concentration; Recombinant CDK5/p35, ADP-Glo luminescence, 60 min; inhibition, % at 10 µM; 0.01% of 330,000 active; AID 488839, 2010;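 active = highest replicate inhibition of at least 50% and at least 75% of replicates reaching 50%; inconclusive = only one of the two criteria met; inactive = both criteria failed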;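 also: plate controls were DMSO neutral control for no effect and GW8510 at 10 µM for full effect; many of its hits are not listed in these tables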
Target sequence (Q00535 whole entry, looked up): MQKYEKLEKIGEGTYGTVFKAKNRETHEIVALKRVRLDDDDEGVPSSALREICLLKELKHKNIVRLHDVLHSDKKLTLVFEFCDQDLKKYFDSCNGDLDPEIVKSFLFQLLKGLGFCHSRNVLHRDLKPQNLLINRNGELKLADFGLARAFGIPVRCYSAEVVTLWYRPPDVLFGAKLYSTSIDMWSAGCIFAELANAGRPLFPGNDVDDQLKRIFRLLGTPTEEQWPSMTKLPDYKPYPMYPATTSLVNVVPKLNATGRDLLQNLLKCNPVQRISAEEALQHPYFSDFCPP
Target sequence (Q15078 whole entry, looked up): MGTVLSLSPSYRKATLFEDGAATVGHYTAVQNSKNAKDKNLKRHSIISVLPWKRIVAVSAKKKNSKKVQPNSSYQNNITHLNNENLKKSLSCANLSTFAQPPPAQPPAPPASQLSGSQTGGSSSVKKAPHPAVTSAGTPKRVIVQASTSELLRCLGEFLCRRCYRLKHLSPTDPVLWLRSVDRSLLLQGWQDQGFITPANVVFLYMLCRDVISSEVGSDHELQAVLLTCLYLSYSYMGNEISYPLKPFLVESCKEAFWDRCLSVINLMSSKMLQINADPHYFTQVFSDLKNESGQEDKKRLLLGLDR
SR-BI DiI-HDL act – activators of SR-BI mediated DiI-HDL uptake, primary screen, ldlA[mSR-BI] CHO cells, DiI fluorescence. 3 h; 100 = double the neutral-control signal. activation, % at 12.5 µM. 0.096% of 320,000 active;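 active = mean replicate activation of at least 60% and every replicate at or above 60%; inconclusive = mean or all-replicate condition met, but not both; inactive = mean below 60% and not all replicates reaching 60%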;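 also: 0% = median plate neutral-control signal and 100% = twice that signal; values of inactives mirror those of a sister screen read the other way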
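Test system: SR-BI-overexpressing, LDLR-lacking CHO cells; Medium: Ham's F12 with 0.5% BSA, HEPES 25 mM, pH 7.4; Schedule: 3 h, 37 °C; Technique: bottom-read fluorescence, 550/595 nm.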
Rtt109 HAT inh – inhibitors of C. albicans Rtt109/Vps75 HAT, primary screen, biochemical, ThioGlo CoA-SH fluorescence, plate reader; 0.16% of 330,000 active; inhibition, % at 34.9 µM; purified Rtt109/Vps75, 4 h; Histone acetyltransferase RTT109 (Candida albicans (strain SC5314 / ATCC MYA-2876)), …;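 active = inhibition of at least 50% in every replicate; inconclusive = best replicate reaches 50% inhibition but some replicates fall short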
Target sequence (Q5AAJ8 whole entry, looked up): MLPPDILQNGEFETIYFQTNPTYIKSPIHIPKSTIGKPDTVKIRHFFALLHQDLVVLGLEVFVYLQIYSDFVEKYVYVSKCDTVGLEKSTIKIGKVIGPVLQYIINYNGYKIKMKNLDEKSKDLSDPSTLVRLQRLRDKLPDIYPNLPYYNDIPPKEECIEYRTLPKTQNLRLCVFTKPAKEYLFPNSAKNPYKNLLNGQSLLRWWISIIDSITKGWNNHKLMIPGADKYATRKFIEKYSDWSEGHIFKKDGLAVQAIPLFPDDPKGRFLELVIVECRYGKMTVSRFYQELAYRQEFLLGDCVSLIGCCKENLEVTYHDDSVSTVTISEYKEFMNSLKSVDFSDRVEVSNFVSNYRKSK
* hit, by the source's call; i = inactive; ? = inconclusive; / = no result given.

SMILES	dFosB activator	MITF TRPM1 HTS	Wnt bcat act	SR-BI DiI inh	HTR5A ag ctr	cardiac RTF act	PvdQ inh	CDK5 inh	SR-BI DiI-HDL act	Rtt109 HAT inh
Cc1ccc(C(c2nnnn2CS(=O)(=O)c2ccc(C)cc2)N2CCN(c3ncccn3)CC2)cc1 (stereo not drawn)	-8	-10	/	16	0	-1	-9	-0.7	-16	6
O=C(CNC(=S)N(CCCN1CCOCC1)Cc1cccs1)NCc1ccc(Cl)cc1	-4	-7	-2	-7	2	-4	1	-0.3	7	5
Cc1ccc(C)n1-c1sc2c(c1C#N)CCC(C)C2 (stereo not drawn)	-6	12	/	29	13*	-1	-10	-0.2	-29	5
CCC(C(=O)Nc1ccc(C(=O)Nc2ccccc2C(=O)O)cc1)c1ccccc1 (stereo not drawn)	-8	-13	3	2	2	-2	7	-2.2	-2	10
CC(C)C12CN3CC(C(C)C)(CN(C1)C3c1ccc3c(c1)OCO3)C2=O (stereo not drawn)	-5	8	-1	0	4	-12	-11	0.5	0	-8
CCOc1ccccc1C(=O)NCCCn1ccnc1	-2	-5	/	-18	2	10	-3	0.5	18	1
Cc1ccc(C(=O)NCCc2n[nH]c(=S)n2C)cc1	-2	5	/	-7	1	-11	6	1.2	7	25
O=C(CN(CC1CCCO1)C(=O)CNS(=O)(=O)c1ccc(F)cc1)NC1CCCCC1 (stereo not drawn)	3	/	-1	/	1	-1	-15	-0.9	/	-5
CCN(CC(=O)Nc1cc(Cl)ccc1C)C(=O)Cn1c(=O)cnc2ccccc21	-9	1	2	-12	0	-1	-15	0.6	12	2
Cc1cc(C)c2c(c1)C(=O)/C(=C/c1ccc(C(=O)O)cc1)CC2	-6	21	2	-23	6	-6	1	-0.1	23	15
O=C1CC(C(=O)Nc2cccc3ccccc23)C2(CCCC2)O1 (stereo not drawn)	2	-18	3	15	4	-10	-7	-0.3	-15	-3
CCCCc1n[nH]c(=S)n1Cc1ccc(C)cc1	3	-8	0	11	2	-8	1	-0.1	-11	/
Cc1cc(C)n(CCN(C)C(=O)CCc2nnc(CCC3CCCCC3)o2)n1	1	-5	13	/	1	2	-9	0.5	/	3
COc1cccc(NC(=O)c2ccc(NC(=O)C(C)C)cc2)c1	4	61	6	58	1	5	-15	-2.6	-58	2
CN(CCOc1ccc(Cl)cc1)C(=O)C1CCN(C(=O)c2ccc(Cl)cc2)CC1	-7	1	-4	36	8	5	2	-0.7	-36	5

Continued.
SMILES	dFosB activator	MITF TRPM1 HTS	Wnt bcat act	SR-BI DiI inh	HTR5A ag ctr	cardiac RTF act	PvdQ inh	CDK5 inh	SR-BI DiI-HDL act	Rtt109 HAT inh
c1ccc2oc(SCc3cn4ccsc4n3)nc2c1	-11	50	66*	12	-1	-1	-4	-0.1	-12	10
Cc1ccccc1C(=O)NCc1nnc(SCC(=O)N2CCN(c3ccccc3)CC2)n1C	-5	-2	0	/	3	1	-12	0.4	/	-8
O=C(NCc1ccc2c(c1)OCO2)C1CCN(S(=O)(=O)N2CCCCC2)CC1	-1	1	-3	7	2	-1	-13	1.5	-7	6
COc1ccc(S(=O)(=O)NNC(=O)C23CC4CC(CC(C4)C2)C3)cc1	-2	0	-2	-16	-4	7	-5	-0.3	16	1
CCn1c(SCC(=O)NCC2CCCO2)nc2c(c1=O)SCC2 (stereo not drawn)	4	-3	0	-25	-3	4	-7	0.2	25	-9
CCc1nnc(NC(=O)c2cccc(S(=O)(=O)N3CCN(C(C)=O)CC3)c2)s1	-12	8	1	3	0	-2	-3	-1.0	-3	-7
C(=N\Nc1ccc(-n2ccnc2)nn1)/c1ccccc1	3	17	-3	-12	1	4	-14	0.0	12	-5
CN(C)c1ccc(C=c2c3ccccc3n3c2c2ccccc2[n+]3C)cc1	-259	9	-19	21	5	-12	-1	2.5	-21	5
CCn1c(SCC(=O)NCc2ccccc2)nnc1C(CO)NC(=O)c1ccccc1 (stereo not drawn)	-6	-4	-1	-6	2	-4	-9	1.3	6	-11
CCSc1nc2ccccc2n1CC(=O)O	-1	-2	-1	-13	4	1	-3	0.5	13	-9
CCNC(=O)N(C(=O)NCC)n1c(C)nnc1C	-2	-18	/	-11	-2	-1	-12	-1.5	11	-9
Cc1ccc(C)c(Nc2c([N+](=O)[O-])cc(C(=O)N3CC(=O)Nc4ccccc43)cc2[N+](=O)[O-])c1	-9	-2	/	?	4	-1	-9	0.0	-72	8
CCCCn1c(NCc2ccc3c(c2)OCO3)nc2ccccc21	6	-1	/	5	5	-11	15	-0.9	-5	7
COc1ccc(/C=N/NC(=O)CCn2cnc(-c3ccccc3)c2-c2ccccc2)cc1OC	-17	-20	-5	48	-2	-1	-14	2.8	-48	9
COc1ccc(NS(=O)(=O)c2ccc(NC(=O)C(C)(C(F)(F)F)C(F)(F)F)cc2)nn1	5	-7	-1	13	-3	-4	3	1.1	-13	-1

(further entries)
SMILES	dFosB activator	MITF TRPM1 HTS	Wnt bcat act	SR-BI DiI inh	HTR5A ag ctr	cardiac RTF act	PvdQ inh	CDK5 inh	SR-BI DiI-HDL act	Rtt109 HAT inh
Cc1csc(=O)n1CC(=O)OCc1nnc(-c2ccc(Cl)cc2)o1	-12	18	-2	-4	-7	11	-8	0.0	4	-5
O=c1[nH]c2ccc(Cl)cc2c(-c2ccccc2)c1SC(=S)N1CCOCC1	-4	-4	/	18	-3	-1	-1	1.9	-18	11
COc1cc(CC(=O)OCC(=O)c2ccc3c(c2)OCCO3)cc(OC)c1OC	-6	-39	/	/	6	-3	-10	0.6	/	1
c1ccc(CN2CCN(c3ncnc4c3[nH]c3ccccc34)CC2)cc1	3	-47	/	21	1	2	-11	0.0	-21	2
CCCn1c(C)cc(C(=O)COC(=O)c2ccc[nH]c2=O)c1C	3	-11	/	26	2	5	2	1.2	-26	2
O=C(Nc1ccc(F)cc1)c1ccc(S(=O)(=O)NCC2CCCO2)cc1 (stereo not drawn)	0	-10	/	11	-7	8	-2	0.0	-11	0
CCOC(=O)c1c(N)sc2c1CCC(CC)C2 (stereo not drawn)	0	9	/	-23	-1	-6	1	-0.4	23	5
CC(C)[C@@H](N)C(=O)NC[C@H]1O[C@@H](n2cnc3c(N)ncnc32)[C@H](O)[C@@H]1O	8	4	0	-9	1	-5	5	0.1	9	-2
COc1ccc(CC(=O)NCc2nnc(SCC(=O)Nc3ccc(OC)cc3)n2C)cc1	2	-5	3	-8	1	4	-15	3.4	8	/
Cc1cc(C)n2nc(SCC(N)=O)nc2n1	0	-9	0	-16	5	-3	1	2.0	16	-1
COc1ccc(-n2nc3ccccc3n2)cc1	-2	25	16	-1	2	2	14	-1.4	1	6
CCOC(=O)c1[nH]c(=O)[nH]c1CSc1nc(C)cc(C)n1	-8	-8	-1	1	1	-1	-20	-0.2	-1	1
O=C(NCCCN1CCCC1=O)C1CCCO1 (stereo not drawn)	-3	-1	-3	5	3	1	4	0.0	-5	11
Cc1c(NS(=O)(=O)c2ccc3c(c2)OCCO3)cccc1-c1nc2cccnc2s1	-7	/	0	-5	3	-2	2	0.4	5	19
CCn1cc(CN2CCCC(CNS(=O)(=O)Cc3ccccc3)C2)cn1 (stereo not drawn)	-4	-5	1	5	-5	-2	-2	0.0	-5	-3

Other results:
SMILES	dFosB activator	MITF TRPM1 HTS	Wnt bcat act	SR-BI DiI inh	HTR5A ag ctr	cardiac RTF act	PvdQ inh	CDK5 inh	SR-BI DiI-HDL act	Rtt109 HAT inh
c1ccc(C2NCCn3cccc32)cc1 (stereo not drawn)	-4	-11	/	-12	2	4	-8	1.6	12	3
CC(=O)Nc1ccc(S(=O)(=O)N2CCN(c3cccc(C)c3C)CC2)cc1	-6	/	-2	-18	-4	-1	8	-1.3	18	15
O=C(c1ccco1)N1CCN(S(=O)(=O)c2cccs2)CC1	-3	-8	-2	0	8	5	-12	1.3	0	-6
O=C(COc1ccc(Cl)cc1)NCc1ccc(F)cc1	-6	-3	-1	3	-1	2	-12	0.3	-3	-12
COc1ccc(C(=O)/C=C/C(=O)N(Cc2ccc(F)cc2)C(C(=O)NC2CCCCC2)c2ccncc2)c(O)c1 (stereo not drawn)	-11	-4	/	-2	2	-7	-14	-1.9	2	11
COc1ccc(CCNC(=O)CS(=O)(=O)c2cn(CC(=O)N3CCOCC3)c3ccccc23)cc1OC	-8	-2	-3	-10	7	2	-13	1.8	10	-1
O=C(CSc1ncc(C(F)(F)F)cc1Cl)N1CCN(S(=O)(=O)c2ccc(Cl)cc2)CC1	-13	2	/	17	4	-4	-5	0.3	-17	-1
COc1ccc(C2C(C#N)=C(/N=C/N3CCN(C)CC3)OC3=C2C(=O)CC(C)(C)C3)cc1OC (stereo not drawn)	-7	1	/	-31	10	2	2	1.6	31	17
O=c1c(Cc2ccc(F)cc2)c(O)ccn1Cc1ccc(F)cc1	-7	-5	-2	-16	0	2	2	0.4	16	3
Cc1cccc(N(CC(=O)NCc2ccc(F)cc2)C(=O)c2ccco2)c1	-1	-2	-2	-5	0	2	-11	0.3	5	-9
O=C(NC(CO)Cc1ccccc1)c1ccccc1 (stereo not drawn)	9	5	-1	9	3	-1	-9	1.2	-9	8
COC(=O)c1c(N)n(-c2ccc(NC(C)=O)cc2)c2nc3ccccc3nc12	-1	5	1	3	7	1	-15	-0.2	-3	i
CCCOC(=O)Nc1ccc(C(N)=O)cc1	8	9	/	-18	-9	-6	9	-2.4	18	0
COc1c(C(=O)NCCSC(C)(C)C)ccc2ccccc12	-5	31	19	-14	-4	0	-1	0.5	14	1
Cc1ccc(C(=O)/C=C/c2ccc3c(c2)OCCO3)c(O)c1	-1	4	-1	-25	2	1	-4	-0.3	25	-4

Continuation.
SMILES	dFosB activator	MITF TRPM1 HTS	Wnt bcat act	SR-BI DiI inh	HTR5A ag ctr	cardiac RTF act	PvdQ inh	CDK5 inh	SR-BI DiI-HDL act	Rtt109 HAT inh
Cc1ccc2nc(-c3cccnc3)c(NC3CCCC3)n2c1	-10	8	-1	-17	-2	-3	-7	0.6	17	-4
CC1=C(C#N)C(=O)NC(=O)/C1=C\c1ccc(-c2ccc(C)cc2[N+](=O)[O-])o1	-9	-14	-1	1	0	-2	-4	4.0	-1	5
COCCN(C(=O)COC(=O)CC1CCCCC1)c1c(N)n(Cc2ccccc2)c(=O)[nH]c1=O	-8	-4	-2	0	-2	-3	-3	-3.8	0	-5
Cc1ccc(-c2nc3c(Cl)cc(Cl)cc3c(=O)n2O)cc1	-12	5	0	-15	0	-5	3	-0.4	15	-12
O=C(NCCCn1ccnc1)c1cc(-c2ccc(Br)cc2)on1	-8	15	2	/	-4	2	0	-0.2	/	-9
